Screening results deposited in PubChem by Broad Institute.
LGR2 antag = inhibitors of bursicon-induced LGR2 CRE-luciferase signal, primary screen, cell-based, HEK293, CRE-luciferase reporter, bursicon stimulation | Drosophila bursicon receptor LGR2 (rickets) | bursicon-stimulated, 4 h | inhibition, % at 9.99 µM | hit rate 0.35% among 380,000;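 active = drop in luminescence signal, shown as inhibition above about 50% in the replicate tests, limit read from the data, passing the limit was not always enough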;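 note: agonist challenge used bursicon conditioned medium at about half maximal strength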
PGC1a acetyl inh = inhibitors of PGC1a acetylation signal, primary screen, cell-based, U2OS, AlphaScreen, inhibitor mode; AlphaScreen anti-acetyl-lysine; with virally co-expressed GCN5 acetyltransferase; inhibition, % at 15.6 µM; hit rate 0.17% among 350,000; AID 651687, 2012;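 active = every replicate shows inhibition of at least 40%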;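 note: 0% = neutral control wells and 100% = positive control wells; some results beyond the cut were filed as inactive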
EWS-Fli inh = EWS/Fli-driven NR0B1 reporter inhibitors, primary screen, A673 cells, NR0B1 luciferase, luminescence, MLPCN library; viability-normalised; inhibition, % at 12.6 µM; hit rate 0.67% among 350,000; AID 651661, 2012;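 active = mean inhibition of at least 50% after viability correction, with every replicate also passing that limit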;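 note: firefly luciferase signal divided by Alamar Blue viability fluorescence both relative to DMSO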
PAX8 reporter = inhibitors of PAX8-driven TPO luciferase reporter, primary screen, RMG-I cells, single concentration; hit rate 1.2% among 360,000; inhibition, % at 12.6 µM; SteadyGlo, 24 h;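 active = mean replicate inhibition at least 60% with every replicate also reaching 60%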;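 note: luciferase light reporting Pax8 driven TPO promoter activity; plate controls were median of neutral control wells for no effect and mitoxantrone controls for full effect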
ERAP1 HTS inh = human ERAP1 aminopeptidase inhibitors, primary screen, biochemical, single point, plate reader | Endoplasmic reticulum aminopeptidase 1 (Homo sapiens), Q9NZ08 | recombinant ERAP1, Leu-AMC fluorescence, 60 min | inhibition, % at 10.7 µM | hit rate 0.15% among 340,000 | AID 652197, 2013;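 active = mean replicate inhibition of at least 30%, or all replicates individually reaching that 30% level; inactive = mean below 30% and not every replicate reaching it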;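 note: 0% = neutral control wells and 100% = L-leucinethiol positive control wells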
Target sequence (Q9NZ08 whole entry, looked up): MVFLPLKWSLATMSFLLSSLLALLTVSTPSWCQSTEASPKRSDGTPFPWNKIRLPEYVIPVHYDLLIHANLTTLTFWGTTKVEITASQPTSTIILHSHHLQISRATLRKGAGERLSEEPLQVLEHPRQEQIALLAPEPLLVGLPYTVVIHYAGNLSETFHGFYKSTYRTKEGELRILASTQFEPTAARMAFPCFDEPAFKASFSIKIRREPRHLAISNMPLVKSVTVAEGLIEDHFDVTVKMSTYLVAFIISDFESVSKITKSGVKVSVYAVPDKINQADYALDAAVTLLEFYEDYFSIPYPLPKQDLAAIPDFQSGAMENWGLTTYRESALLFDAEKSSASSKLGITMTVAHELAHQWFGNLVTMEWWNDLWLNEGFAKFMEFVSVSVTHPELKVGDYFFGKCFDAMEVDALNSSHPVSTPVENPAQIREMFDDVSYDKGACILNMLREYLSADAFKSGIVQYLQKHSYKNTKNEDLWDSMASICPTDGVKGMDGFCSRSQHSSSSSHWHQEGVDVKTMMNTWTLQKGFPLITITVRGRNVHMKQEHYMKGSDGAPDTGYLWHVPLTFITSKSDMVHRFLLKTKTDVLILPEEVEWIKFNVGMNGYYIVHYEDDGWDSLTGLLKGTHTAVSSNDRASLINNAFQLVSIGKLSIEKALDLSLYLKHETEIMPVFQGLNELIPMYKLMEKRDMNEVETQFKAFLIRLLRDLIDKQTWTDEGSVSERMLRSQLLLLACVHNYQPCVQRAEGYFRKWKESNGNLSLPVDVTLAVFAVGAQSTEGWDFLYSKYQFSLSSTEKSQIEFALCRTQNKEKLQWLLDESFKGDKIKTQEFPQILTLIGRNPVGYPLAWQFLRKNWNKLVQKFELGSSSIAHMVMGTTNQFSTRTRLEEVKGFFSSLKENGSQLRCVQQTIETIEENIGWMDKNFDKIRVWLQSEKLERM
S100A4 MyoIIA = inhibitors of S100A4-myosin IIA peptide binding, primary screen, biochemical, fluorescence polarization, TAMRA-MyoIIA peptide; Protein S100-A4 (Homo sapiens), P26447; inhibition, % at 10.7 µM; hit rate 0.14% among 360,000;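 active = mean inhibition of at least 70% across replicates, with every replicate also reaching that level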
Target sequence (P26447 whole entry, looked up): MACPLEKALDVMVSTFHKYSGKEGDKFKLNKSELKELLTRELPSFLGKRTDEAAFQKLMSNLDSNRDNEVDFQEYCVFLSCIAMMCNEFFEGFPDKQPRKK
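Material: S100A4 monomer (human). Medium: Calcium-containing HEPES buffer, pH 7.2. Probe or stimulus: labelled myosin peptide probe, 5 nM. Compound dosing: one concentration per compound. Timing: polarization read 5 min after assay mix addition, stable 5–60 min. Benchmarks: DMSO as neutral control, TFP as positive control.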
FN deposit inh = inhibitors of fibronectin matrix deposition, primary screen, AH1F cells, Alexa488-fibronectin fluorescence, plate reader. inhibition, % at 12.6 µM. hit rate 0.086% among 350,000. AH1F fibroblasts, overnight;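 active = mean inhibition across replicates of 30% or more, regardless of how many single replicates reach that level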;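 note: positive control wells lacked labelled fibronectin entirely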
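Schedule: 1 h cell adhesion before compound, then overnight fibronectin incubation; test system: AH1F fibroblast monolayer depositing Alexa488-labelled fibronectin into matrix; quantity: 10000 AH1F cells per well; probe or stimulus: fluorescent fibronectin at 24 nM final; signal: fluorescence, ex 485 nm, em 525 nm; evaluation: percent inhibition as loss of matrix-bound fibronectin fluorescence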
PglD inh = C. jejuni PglD acetyltransferase inhibitors, primary screen, biochemical, DTNB colorimetric, single point | hit rate 0.098% among 360,000 | AID 602405, 2012 | purified PglD enzyme, DTNB colorimetric CoA detection | inhibition, % at 12.5 µM | UDP-N-acetylbacillosamine N-acetyltransferase PglD (Campylobacter jejuni); in the data active = inhibition above about 16%, passing the limit was not always enough; note: strong numbers were not always called active
* marks the source's active call; other numbers are inactive results; & = joins results of further samples.

`CC(C)C/C=C1\CCc2c([nH]c3ccccc23)C1=O` gave LGR2 antag -93.0, EWS-Fli inh -59.9, PAX8 reporter -105.0, ERAP1 HTS inh 3.0, S100A4 MyoIIA 1.6, FN deposit inh -1.2 and PglD inh 6.3.
For Cc1cc(C)c(C#N)c(SCCN2CCOCC2)n1 the results were PGC1a acetyl inh -4.5, EWS-Fli inh -1.5, PAX8 reporter 24.5, ERAP1 HTS inh -2.3, S100A4 MyoIIA -2.4 and FN deposit inh 0.4.
CCOC(=O)C1CCN(S(=O)(=O)c2cccc(-c3cn4cc(C)ccc4n3)c2)CC1 was read as LGR2 antag -12.5, ERAP1 HTS inh 0.8, S100A4 MyoIIA -1.9 and PglD inh 1.3.
Screening C[C@H](CO)N1C[C@H](C)[C@H](CN(C)C(=O)NC2CCCCC2)Oc2ncc(C#CCN(C)C)cc2C1=O returned LGR2 antag -10.7, PGC1a acetyl inh -4.0&-11.2, EWS-Fli inh 1.2&-2.2, PAX8 reporter -26.5&-13.9, ERAP1 HTS inh -3.3&-3.1, S100A4 MyoIIA -1.8&3.5, FN deposit inh -13.6 and PglD inh 3.4&-4.0.
O=C(c1cccc(F)c1)N1CC[C@@H]2[C@@H](CO)Nc3ccc(C#Cc4cccc(F)c4)cc3[C@@H]21 was read as LGR2 antag 6.4, PGC1a acetyl inh -7.5, EWS-Fli inh -6.0, PAX8 reporter 23.0, ERAP1 HTS inh 2.9, S100A4 MyoIIA -7.5, FN deposit inh 0.8 and PglD inh -0.1.
`Cc1cc(SCC(=O)Nc2ncc(Cl)cc2Cl)nc2ccccc12` gave LGR2 antag 13.6, PGC1a acetyl inh 11.1, PAX8 reporter 13.5, FN deposit inh -7.9 and PglD inh -2.0.
`COc1cc(C2NC(=S)NC(C)=C2C(=O)c2ccccc2)ccc1O` (stereo not given) gave LGR2 antag 2.9, PAX8 reporter 6.4, FN deposit inh 2.5 and PglD inh 0.1.
Screening CC(C)CC(=O)NC(=S)NCCc1ccccc1 returned PGC1a acetyl inh -1.8, PAX8 reporter -14.4, FN deposit inh 0.1 and PglD inh -5.6.
For c1ccc(Cc2nnc3sc(-c4cccs4)nn23)cc1 the results were LGR2 antag -48.9, PGC1a acetyl inh -2.3, FN deposit inh 11.6 and PglD inh -5.2.
For COc1ccc(S(=O)(=O)N(C)C[C@H]2OCCCC[C@H](C)Oc3ccc(NC(=O)Nc4c(C)noc4C)cc3C(=O)N([C@@H](C)CO)C[C@H]2C)cc1 the results were LGR2 antag -3.5, PGC1a acetyl inh 5.2, EWS-Fli inh -12.8, PAX8 reporter -16.4, ERAP1 HTS inh 1.7, S100A4 MyoIIA -9.3, FN deposit inh -7.2 and PglD inh -2.8.
`CC(O)CNC(=O)c1ccc(-c2nn(C)c(=O)c3ccccc23)cc1` (stereo not given) gave LGR2 antag -13.3, ERAP1 HTS inh 1.8, S100A4 MyoIIA -0.3, FN deposit inh -8.3 and PglD inh 2.1.
Screening COc1ccc(/C(N)=N/OC(=O)C2CCC(=O)N2S(=O)(=O)c2ccc(C)cc2)cc1OC (stereo not given) returned LGR2 antag 14.8, PGC1a acetyl inh -2.9, PAX8 reporter 6.3 and FN deposit inh 4.5.
C[C@H](CO)N1C[C@H](C)[C@H](CN(C)C(=O)C2CCCCC2)OCCCC[C@H](C)Oc2ccc(NC(=O)NC3CCCCC3)cc2C1=O was read as LGR2 antag 5.3, PGC1a acetyl inh 20.8, EWS-Fli inh -3.1, PAX8 reporter -0.8, ERAP1 HTS inh 1.1, S100A4 MyoIIA 14.0, FN deposit inh -7.3 and PglD inh -2.2.
O=C(Cc1ccc2c(c1)OCCO2)c1c(O)cc(O)cc1O was read as LGR2 antag -34.2, PGC1a acetyl inh -4.8, EWS-Fli inh -14.8, ERAP1 HTS inh 8.9, S100A4 MyoIIA -4.7 and PglD inh 5.7.
O=C(Nc1ccc2c(c1)[C@H]1C[C@H](CC(=O)N3CCCCC3)O[C@@H](CO)[C@H]1O2)c1ccc2c(c1)OCO2 was read as LGR2 antag 2.1, PGC1a acetyl inh 6.6, EWS-Fli inh -0.8, PAX8 reporter 2.6, ERAP1 HTS inh 0.2, S100A4 MyoIIA -3.0, FN deposit inh 3.9 and PglD inh -0.6.
O=C(CCC1CCCN(C(=O)c2ccsc2)C1)NCc1ccc(F)c(F)c1 (stereo not given) was read as PGC1a acetyl inh -1.7, EWS-Fli inh 0.9, PAX8 reporter 7.0, ERAP1 HTS inh 4.5, S100A4 MyoIIA -8.2, FN deposit inh -6.1 and PglD inh 0.0.
For Cc1ccc(S(=O)(=O)Nc2ccc3c(c2)CC(=O)N([C@@H](C)CO)C[C@@H](C)[C@@H](CN(C)S(=O)(=O)c2cn(C)cn2)O3)cc1 the results were LGR2 antag 2.6, PGC1a acetyl inh -12.5, EWS-Fli inh -15.5, PAX8 reporter -13.9, ERAP1 HTS inh -5.1, S100A4 MyoIIA -3.5 and PglD inh 3.0.
`COC(=O)C1=C(C)NC(C)=C(C(=O)OC)C1C(=O)OCC(=O)c1ccc(Br)cc1` gave LGR2 antag -8.6, EWS-Fli inh -1.8, PAX8 reporter 16.4, ERAP1 HTS inh 3.3, S100A4 MyoIIA -2.6, FN deposit inh -14.6 and PglD inh -2.0.
Screening Cc1cccc(NC(=O)CCc2nc3sc4c(c3c(=O)[nH]2)CCCC4)c1 returned LGR2 antag 2.5, EWS-Fli inh 3.8, PAX8 reporter -4.0, ERAP1 HTS inh 0.7, S100A4 MyoIIA -5.6 and FN deposit inh 6.5.
`O=C(C[C@@H]1C=C[C@@H](NC(=O)c2ccccc2)[C@H](CO)O1)Nc1ccc(-c2ccccc2)cc1` gave LGR2 antag 4.0, PGC1a acetyl inh 6.8, EWS-Fli inh -7.5, PAX8 reporter -3.2, ERAP1 HTS inh -3.6, S100A4 MyoIIA -6.9, FN deposit inh -0.8 and PglD inh -4.8.
Screening Cc1ccc(C(C)NC(=S)NCc2ccc(F)cc2)cc1C (stereo not given) returned LGR2 antag -0.3, PAX8 reporter -9.2, ERAP1 HTS inh -3.6, S100A4 MyoIIA -5.4, FN deposit inh -6.3 and PglD inh 1.9.
Screening COc1ccc(CSc2nnnn2C)cc1[N+](=O)[O-] returned PGC1a acetyl inh 7.7, PAX8 reporter -4.1, FN deposit inh 5.4 and PglD inh -5.1.
`O=C(Cc1ccc([N+](=O)[O-])cc1)Nc1ccon1` gave LGR2 antag 17.4, EWS-Fli inh 3.3, PAX8 reporter 3.8, ERAP1 HTS inh 0.1, S100A4 MyoIIA -3.5, FN deposit inh -1.8 and PglD inh 2.3.
Screening COC(=O)c1ccc(NC(=O)CN2CCC(NC(=O)c3ccccc3F)CC2)cc1 returned LGR2 antag 1.3, PGC1a acetyl inh 1.8, EWS-Fli inh 4.1, PAX8 reporter 14.3, ERAP1 HTS inh 0.8, S100A4 MyoIIA 0.7, FN deposit inh -2.2 and PglD inh 0.8.
For COCC(=O)Nc1ccc2c(c1)[C@H]1C[C@@H](CC(=O)NCc3cccc(F)c3)O[C@H](CO)[C@H]1O2 the results were LGR2 antag 7.4, PGC1a acetyl inh 3.8, EWS-Fli inh -1.2, PAX8 reporter 0.7, ERAP1 HTS inh -1.6, S100A4 MyoIIA -0.3, FN deposit inh -0.2 and PglD inh -2.0.
COc1ccc(NC(=O)NCc2ccc3c(c2)OCO3)c(OC)c1 was read as LGR2 antag -7.2, PGC1a acetyl inh -4.1, PAX8 reporter -187.0, ERAP1 HTS inh -1.7, S100A4 MyoIIA -0.2 and PglD inh -0.3.
`CC(C)(C)Cc1nnc(NC(=O)Cc2ccc([N+](=O)[O-])cc2)s1` gave LGR2 antag 6.4, PGC1a acetyl inh 3.3, PAX8 reporter 21.1 and FN deposit inh 1.5.
COc1ccccc1-c1nc(SCC(=O)N2CCOCC2)n[nH]1 was read as LGR2 antag -3.2, EWS-Fli inh 7.3, PAX8 reporter 30.7, ERAP1 HTS inh -2.0, S100A4 MyoIIA -0.6, FN deposit inh 0.5 and PglD inh -7.0.
`Cc1cc(OC(=O)c2cccc(F)c2)c([N+](=O)[O-])c(=O)[nH]1` gave LGR2 antag -2.8, PGC1a acetyl inh -3.9, EWS-Fli inh 3.3, PAX8 reporter -8.2, ERAP1 HTS inh -1.9, S100A4 MyoIIA -8.2, FN deposit inh 1.9 and PglD inh -1.5.
C[C@H](CO)N1C[C@H](C)[C@H](CN(C)S(=O)(=O)c2cn(C)cn2)Oc2ncc(-c3ccc(F)cc3)cc2C1=O was read as LGR2 antag -15.5, PGC1a acetyl inh 0.4, EWS-Fli inh -5.2, ERAP1 HTS inh 3.7, S100A4 MyoIIA -23.2 and FN deposit inh 6.0.
Screening O=C(OCC(=O)N1CCN(C(=O)c2ccco2)CC1)c1cc(-c2ccco2)nc2ccccc12 returned LGR2 antag 5.5, PGC1a acetyl inh -0.3, EWS-Fli inh 0.0, ERAP1 HTS inh 2.0, S100A4 MyoIIA -3.4 and PglD inh -5.8.
Cc1cc(C)cc(NC(=O)c2cccc(NC(=O)C3C4CC5OC(=O)C3C5C4)c2)c1 (stereo not given) was read as LGR2 antag 7.4, PGC1a acetyl inh -18.8, EWS-Fli inh -10.9, ERAP1 HTS inh -5.8 and S100A4 MyoIIA -1.7.
For CC(C)Oc1ccc(CNC(=O)CCC(=O)N2CCSc3ccccc32)cc1 the results were LGR2 antag -35.0, PGC1a acetyl inh -4.6, EWS-Fli inh -4.3, PAX8 reporter -27.5, ERAP1 HTS inh 0.0, S100A4 MyoIIA -5.3, FN deposit inh 14.4 and PglD inh -5.9.
Screening C=C(C)C(=O)N1CC2(CC(c3cccc(NC(=O)c4ccccc4)c3)=NO2)C[C@@H]1C(N)=O (stereo not given in full) returned LGR2 antag -10.5, PGC1a acetyl inh -3.7, EWS-Fli inh -9.9, PAX8 reporter 0.3, ERAP1 HTS inh 14.6, S100A4 MyoIIA -4.5, FN deposit inh 3.9 and PglD inh 0.6.
`CCn1cc(C(=O)NCCCOC)c(=O)c2cc(S(=O)(=O)N3CCC(C)CC3)ccc21` gave LGR2 antag -26.0, PAX8 reporter 6.6, ERAP1 HTS inh 1.0, S100A4 MyoIIA 0.0, FN deposit inh -8.7 and PglD inh 2.2.
Screening Cc1ccc(NC(=O)CNC(=O)c2ccccc2F)cc1Cl returned LGR2 antag -17.8, PGC1a acetyl inh -3.5, FN deposit inh 4.4 and PglD inh 2.4.
`O=[N+]([O-])c1ccc(Nc2ccccn2)c([N+](=O)[O-])c1` gave PGC1a acetyl inh -3.8, EWS-Fli inh 2.3, PAX8 reporter 14.5, ERAP1 HTS inh -0.7, S100A4 MyoIIA 0.6, FN deposit inh -5.3 and PglD inh 3.6.
CO[C@H]1CN(C)C(=O)c2ccc(NC(=O)C3CCC3)cc2OC[C@H](C)N(C)C[C@@H]1C was read as LGR2 antag 5.8, ERAP1 HTS inh 0.4, S100A4 MyoIIA -11.6 and FN deposit inh 2.7.
